JMJD2C inh = inhibitors of GASC-1 histone demethylase, primary screen, biochemical, fluorescence, DELFIA europium. AID 2099, 2009. inhibition, % at 2.35 µM. GST-JMJD2C(1-420) H3K9me3 demethylation. hit rate 0.069% among 330,000;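 active means more than half of a compound's replicate wells show inhibition beyond 50%, single wells judged on their own value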;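 further: signal counts dimethyl H3K9 product captured on neutravidin plate; 0% = median of DMSO wells and 100% = 0.3 times that DMSO median; strong numbers were not always called active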
Target sequence (Q9H3R0 1-420 limits assumed): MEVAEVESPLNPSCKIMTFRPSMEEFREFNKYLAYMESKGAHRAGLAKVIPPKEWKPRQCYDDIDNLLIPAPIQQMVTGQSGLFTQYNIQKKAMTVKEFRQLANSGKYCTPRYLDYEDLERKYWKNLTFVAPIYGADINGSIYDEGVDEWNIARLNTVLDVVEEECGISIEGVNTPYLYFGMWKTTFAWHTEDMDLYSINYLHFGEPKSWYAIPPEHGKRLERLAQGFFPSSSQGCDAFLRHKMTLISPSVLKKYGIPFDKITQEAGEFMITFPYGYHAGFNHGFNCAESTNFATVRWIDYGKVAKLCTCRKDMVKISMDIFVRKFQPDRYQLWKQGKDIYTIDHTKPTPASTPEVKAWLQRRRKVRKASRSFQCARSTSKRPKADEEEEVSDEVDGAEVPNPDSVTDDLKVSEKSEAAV
PP5 primary = PP5 phosphatase inhibitors, primary screen, biochemical, fluorescence; Serine/threonine-protein phosphatase 5 (Homo sapiens), P53041; purified PP5c, OMFP substrate fluorescence; inhibition, % at 6.7 µM; hit rate 0.18% among 320,000;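 active means inhibition above the campaign's mean inhibition across all tested compounds plus 3 SD, cut at about 9.5% in these data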;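 further: 0% = DMSO only and 100% = 100 µM cantharidin control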
procasp7 counter = procaspase-7 activators, primary screen, counter-screen for procaspase-3 activator project, biochemical, absorbance, HTS, human. recombinant procaspase-7, Ac-DEVD-pNA absorbance 405 nm; D23A/D198A/D206A triple mutant, cannot self-cleave; scale: DMSO 0, 5 µM enzyme 100. activation, % at 8.5 µM. hit rate 0.093% among 330,000;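 active means percent activation above the screen-wide mean plus 3 SD, cut at about 25% in these data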
Target sequence (P55210 whole entry D23A/D198A/D206A): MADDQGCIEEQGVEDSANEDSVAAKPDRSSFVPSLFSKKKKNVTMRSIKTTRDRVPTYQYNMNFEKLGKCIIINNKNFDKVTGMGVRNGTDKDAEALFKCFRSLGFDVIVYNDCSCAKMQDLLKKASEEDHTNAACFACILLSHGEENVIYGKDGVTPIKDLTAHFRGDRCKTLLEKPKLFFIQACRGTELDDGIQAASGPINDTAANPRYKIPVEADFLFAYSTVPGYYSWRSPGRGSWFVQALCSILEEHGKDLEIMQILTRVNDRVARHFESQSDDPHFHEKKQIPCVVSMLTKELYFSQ
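signal = Epi-absorbance of released pNA at 405 nm, two timepoints | assay system = Uncleavable procaspase-7 mutant enzyme | reagent = Ac-DEVD-pNA substrate, 400 µM as added | times = 1 h enzyme–compound preincubation and 2 h substrate reaction, both 25 °C | benchmarks = low DMSO alone, high DMSO plus 5 µM PC-7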
proCasp3 act = activators of human procaspase-3 D3A mutant, primary screen, biochemical, absorbance, PC-3 D3A mutant, single concentration; hit rate 0.11% among 330,000; recombinant procaspase-3 D3A, Ac-DEVD-pNA absorbance 405 nm; activation, % at 8.5 µM; Caspase-3 (Homo sapiens), P42574; AID 463141, 2010;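 active means activation above the mean of all tested compounds plus 3 SD, cut at about 21% in these data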;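 further: 0% = DMSO alone and 100% = DMSO wells spiked with extra 5 µM PC-3 D3A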
Target sequence (P42574 whole entry D9A/D28A/D175A): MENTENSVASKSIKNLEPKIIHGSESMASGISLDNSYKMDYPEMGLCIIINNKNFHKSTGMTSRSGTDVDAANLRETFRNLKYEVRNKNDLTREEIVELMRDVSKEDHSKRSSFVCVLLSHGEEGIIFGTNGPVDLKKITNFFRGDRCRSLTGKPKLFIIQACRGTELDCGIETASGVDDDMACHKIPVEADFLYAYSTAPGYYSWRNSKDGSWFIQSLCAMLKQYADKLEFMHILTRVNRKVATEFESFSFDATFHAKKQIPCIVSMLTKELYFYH
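Compound: 8.5 µM single point, 0.8% DMSO / Material: Autoprocessing-dead procaspase-3 D3A mutant enzyme / Timing: 1 h preincubation plus 2 h reaction at 25 °C / Medium: Zinc-free HEPES/NaCl buffer with 0.01% Triton X-100 at pH 7.4 / Technique: 405 nm absorbance of p-nitroaniline, reads at 0 and 120 min / Repeats: one well per compound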
GRK2 aptamer HTS = compounds blocking aptamer binding on GRK2 – biochemical, human GRK2, bead flow cytometry, HTS, primary screen; hit rate 0.59% among 330,000; Beta-adrenergic receptor kinase 1 (Homo sapiens), P25098; inhibition of aptamer binding, % at 10 µM; FAM-aptamer displacement from GRK2;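 active means inhibition of aptamer binding above 40%, roughly 3 SD of noise, on plates passing a quality check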;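 further: median bead fluorescence of bound FAM aptamer so fluorescent compounds give negative values; no value below 0 was filed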
VLA-4 inh = inhibition in human VLA-4 binding assay, primary screen, VLA-4 allosteric modulator project, MLPCN library, flow cytometry, VLA-4 expressing cells; Integrin alpha-4 (Homo sapiens), P13612; ligand binding flow cytometry; inhibition, % (about 7 µM as worked out from the volumes in the protocol); hit rate 0.2% among 330,000; AID 2557, 2010; in the data active means inhibition above about 50%
Fh CTSL1 inh = Fasciola hepatica cathepsin L1 inhibitors, primary screen, counter-screen for PFM18AAP inhibitor project, biochemical, QFRET, fluorogenic peptide substrate | hit rate 0.49% among 300,000 | inhibition, % at 5.96 µM | AID 1906, 2009 | recombinant F. hepatica cathepsin L1, Z-Leu-Arg-MCA fluorescence;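 active means inhibition above the mean of all tested compounds plus 3 SD, set per screening campaign, cut at about 17% in these data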;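 further: 0% = plate median of test compound wells and 100% = 1 µM Z-Phe-Ala-diazomethylketone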
HCV core dimer = inhibitors of HCV core protein dimerization, primary screen, biochemical, TR-FRET, high-throughput | TR-FRET GST/Flag-core106 dimerization, 1536-well | inhibition, % at 5 µM | hit rate 0.33% among 300,000;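 active means inhibition above the mean of all tested compounds plus 3 SD, set per screening campaign, cut at about 45% in these data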
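Material: Tagged HCV core106 pair (GST and Flag) | Amount: GST-core106 13.5 nM, Flag-core106 17 nM | Medium: KF-containing HEPES buffer, pH 7.45, DTT, CHAPS, BSA | Reagent: Eu donor and XL665 acceptor anti-tag antibodies | Schedule: 4 h at 22.5 °C | Technique: Time-resolved FRET, ex 340 nm, em 617 and 671 nm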
PP1 inh = PP1-alpha phosphatase inhibitors, primary screen, counter-screen for PP5 inhibitor project, biochemical, fluorescence, OMFP substrate, single point. Serine/threonine-protein phosphatase PP1-alpha catalytic subunit (Homo sapiens), P62136. purified PP1alpha. AID 2235, 2010. hit rate 0.9% among 320,000. inhibition, % at 6.7 µM;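 active means inhibition above the mean inhibition of all tested compounds plus 3 SD, computed separately for each screening campaign, cut at about 15% in these data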
Numbers without * were called inactive.

What do the screens show for `Cc1nc2ccc(S(=O)(=O)NC(C(=O)NCc3cccs3)C(C)C)cc2s1` (centres undefined)?
JMJD2C inh: 0; PP5 primary: 2.1; procasp7 counter: 6; proCasp3 act: 0; GRK2 aptamer HTS: 1; VLA-4 inh: 6; Fh CTSL1 inh: -4; HCV core dimer: 4; PP1 inh: 1

Results for COc1cc(SC)ccc1C(=O)Nc1ccccc1C#N ?
JMJD2C inh: 12; PP5 primary: -0.1; procasp7 counter: 3; proCasp3 act: 2; GRK2 aptamer HTS: 0; VLA-4 inh: 11; Fh CTSL1 inh: 3; HCV core dimer: 17; PP1 inh: 2

What do the screens show for `O=C(Nc1cc2c(cc1Cl)OCCCO2)c1ccco1`?
JMJD2C inh: 23; PP5 primary: 1.0; procasp7 counter: 1; proCasp3 act: 2; GRK2 aptamer HTS: 2; VLA-4 inh: 2; Fh CTSL1 inh: -1; HCV core dimer: -6; PP1 inh: 1

Results for N#Cc1ccc(OCC(O)CN2CCN(C(c3ccccc3)c3ccccc3)CC2)cc1 (centres undefined) ?
JMJD2C inh: -3; PP5 primary: 0.9; procasp7 counter: -4; proCasp3 act: -6; GRK2 aptamer HTS: 40; VLA-4 inh: -16; Fh CTSL1 inh: 3; HCV core dimer: -17; PP1 inh: 8

Results for COc1ccc(C(=O)Nc2nc(-c3ccccn3)cs2)cc1S(=O)(=O)N1CCOCC1 ?
JMJD2C inh: -2; procasp7 counter: -10; proCasp3 act: -8; GRK2 aptamer HTS: 0; VLA-4 inh: -2

Results for CC(=O)c1c(C)nc(Nc2nc(C)c3cc(C)ccc3n2)nc1C ?
JMJD2C inh: 7; PP5 primary: -0.7; procasp7 counter: 6; proCasp3 act: 2; GRK2 aptamer HTS: 0; VLA-4 inh: -1; Fh CTSL1 inh: 2; HCV core dimer: -1; PP1 inh: 4

What do the screens show for `CN(c1ccc(OCC(=O)OCC(=O)Nc2ccccc2)cc1)S(=O)(=O)c1ccc(F)cc1`?
JMJD2C inh: 3; PP5 primary: 2.7; procasp7 counter: 11; proCasp3 act: 4; GRK2 aptamer HTS: 0; VLA-4 inh: 8; Fh CTSL1 inh: -15; HCV core dimer: 2; PP1 inh: 2

Results for CCC(C)N(C(=O)COC(=O)c1nc2nc(C)cc(C)n2n1)C1CCS(=O)(=O)C1 (centres undefined) ?
JMJD2C inh: -2; PP5 primary: 1.2; procasp7 counter: 3; proCasp3 act: 7; GRK2 aptamer HTS: 0; VLA-4 inh: 2; Fh CTSL1 inh: 4; HCV core dimer: 1; PP1 inh: -2

How did CCCS(=O)(=O)c1c(S(=O)(=O)CCC)c2cnccn2c1C(=O)c1ccc(OC)cc1 do in these assays?
JMJD2C inh: -20; PP5 primary: 1.5; procasp7 counter: -2; proCasp3 act: -8; GRK2 aptamer HTS: 0; VLA-4 inh: 12; Fh CTSL1 inh: -2; HCV core dimer: -4; PP1 inh: 1

Results for O=C(NCCc1nc2ccccc2[nH]1)c1ccc(F)cc1 ?
JMJD2C inh: 6; PP5 primary: 2.4; procasp7 counter: -3; proCasp3 act: 0; GRK2 aptamer HTS: 4; VLA-4 inh: 0; Fh CTSL1 inh: 3; HCV core dimer: -3; PP1 inh: -17

How did O=C1NC(=Nc2ccccc2)S/C1=C/c1cccs1 do in these assays?
JMJD2C inh: 4; PP5 primary: 3.0; procasp7 counter: -4; proCasp3 act: 4; GRK2 aptamer HTS: 0; VLA-4 inh: -1; Fh CTSL1 inh: 1; HCV core dimer: 9; PP1 inh: 5

What do the screens show for `CCOC(=O)c1c(/N=C/c2cccc(C)c2O)sc2c1CCN(C)C2`?
JMJD2C inh: 11; PP5 primary: 1.2; procasp7 counter: 10; proCasp3 act: 2; GRK2 aptamer HTS: 2; VLA-4 inh: 4; Fh CTSL1 inh: -2; HCV core dimer: 3; PP1 inh: -2

What do the screens show for `O=c1cccc(-c2ccc(Br)cc2)o1`?
JMJD2C inh: 9; PP5 primary: -1.0; procasp7 counter: 7; proCasp3 act: -2; GRK2 aptamer HTS: 0; VLA-4 inh: -3; Fh CTSL1 inh: 0; HCV core dimer: -7; PP1 inh: -2

How did COc1ccc(N(C(=O)Cn2nnc(-c3ccc(Cl)cc3)n2)C(C(=O)NCC2CCCO2)c2ccc(C)cc2)cc1 (centres undefined) do in these assays?
JMJD2C inh: 0; PP5 primary: 3.1; procasp7 counter: 4; proCasp3 act: 6; GRK2 aptamer HTS: 3; VLA-4 inh: -28; Fh CTSL1 inh: 1; HCV core dimer: 5; PP1 inh: -2

What do the screens show for `O=C(NCc1ccccc1)Oc1cccc(Cl)c1`?
JMJD2C inh: 12; PP5 primary: 2.9; procasp7 counter: 5; proCasp3 act: 2; GRK2 aptamer HTS: 1; VLA-4 inh: 0; Fh CTSL1 inh: 0; HCV core dimer: -2; PP1 inh: -3

How did Cc1ccccc1CCN(CC(=O)NCc1ccc(F)cc1)C(=O)c1csnn1 do in these assays?
JMJD2C inh: -1; PP5 primary: 3.0; procasp7 counter: -14; proCasp3 act: 2; GRK2 aptamer HTS: 70*; VLA-4 inh: 18; Fh CTSL1 inh: -2; HCV core dimer: 10; PP1 inh: -2

Results for Cc1ccc(C(=O)NCCn2cc(SCC(=O)N3CCOCC3)c3ccccc32)cc1 ?
JMJD2C inh: 4; PP5 primary: 4.3; procasp7 counter: 1; proCasp3 act: -2; GRK2 aptamer HTS: 0; VLA-4 inh: -10; Fh CTSL1 inh: 2; HCV core dimer: -7; PP1 inh: 5

Results for Cc1ccc(C2NCCS2)cc1 (centres undefined) ?
PP5 primary: -1.0; procasp7 counter: -1; proCasp3 act: -8; GRK2 aptamer HTS: 0; VLA-4 inh: 5; Fh CTSL1 inh: -4; HCV core dimer: 0; PP1 inh: -4

How did CS(=O)(=O)N1N=C(c2cccs2)CC1c1ccco1 (centres undefined) do in these assays?
JMJD2C inh: -4; PP5 primary: 0.9; procasp7 counter: -14; proCasp3 act: -3; GRK2 aptamer HTS: 4; VLA-4 inh: -25; Fh CTSL1 inh: -3; HCV core dimer: 7; PP1 inh: -5

What do the screens show for `CCN1CCN(Cc2ccc(NC(=O)c3cc(NC(=O)C(=O)c4c[nH]c5ccccc45)cc(OC)c3)cc2C(F)(F)F)CC1`?
JMJD2C inh: 7; PP5 primary: 4.3; procasp7 counter: 2; proCasp3 act: 3; GRK2 aptamer HTS: 0; VLA-4 inh: 5; Fh CTSL1 inh: -1; HCV core dimer: -5; PP1 inh: 10

What do the screens show for `CC(=O)N1CCCc2ccc(NS(=O)(=O)c3ccccc3)cc21`?
JMJD2C inh: 15; PP5 primary: -0.4; procasp7 counter: 2; proCasp3 act: 4; GRK2 aptamer HTS: 0; VLA-4 inh: -7; Fh CTSL1 inh: 5; HCV core dimer: 0; PP1 inh: 1

Results for CCCCC1S/C(=N/N=C/c2cccs2)NC1=O (centres undefined) ?
JMJD2C inh: -9; PP5 primary: -0.6; procasp7 counter: 5; proCasp3 act: -5; GRK2 aptamer HTS: 0; VLA-4 inh: 3; Fh CTSL1 inh: 8; HCV core dimer: 0; PP1 inh: -3

How did CS(=O)(=O)N1CCCC(C(=O)NCCCN2CCc3ccccc3C2)C1 (centres undefined) do in these assays?
JMJD2C inh: -10; PP5 primary: 1.4; procasp7 counter: 4; proCasp3 act: 0; GRK2 aptamer HTS: 0; VLA-4 inh: 33; Fh CTSL1 inh: 3; HCV core dimer: 1; PP1 inh: 0

Results for Fc1ccc(-n2c(CN3CCCCC3)n[nH]c2=S)cc1 ?
JMJD2C inh: -11; PP5 primary: -2.7; procasp7 counter: -30; proCasp3 act: -8; GRK2 aptamer HTS: 2; VLA-4 inh: 0; Fh CTSL1 inh: 9; HCV core dimer: 1; PP1 inh: 1

How did O=C(C1CC(=O)N(c2ccccc2)C1)N1CCN(C2=NS(=O)(=O)c3ccccc32)CC1 (centres undefined) do in these assays?
JMJD2C inh: -2; PP5 primary: 1.2; procasp7 counter: 10; proCasp3 act: -2; GRK2 aptamer HTS: 0; VLA-4 inh: 14; Fh CTSL1 inh: -2; HCV core dimer: -1; PP1 inh: -1

How did COc1ccc(-c2cc(=O)oc3cc(OC(C)C(=O)NCc4ccccn4)ccc23)cc1 (centres undefined) do in these assays?
JMJD2C inh: 21; PP5 primary: -1.5; procasp7 counter: 2; proCasp3 act: 6; GRK2 aptamer HTS: 2; VLA-4 inh: -12; Fh CTSL1 inh: 0; HCV core dimer: -3; PP1 inh: -3

Results for Cc1ccnc(NS(=O)(=O)c2cc(-c3cc(C)no3)ccc2C(C)C)c1 ?
JMJD2C inh: -18; PP5 primary: -0.2; procasp7 counter: 3; proCasp3 act: -5; GRK2 aptamer HTS: 0; VLA-4 inh: 4; Fh CTSL1 inh: -2; HCV core dimer: 18; PP1 inh: -1

How did CC(=O)NC(=S)Nc1cccc2c(C)cc(C)nc12 do in these assays?
JMJD2C inh: 7; PP5 primary: 2.7; procasp7 counter: -1; proCasp3 act: -11; GRK2 aptamer HTS: 3; VLA-4 inh: -8; Fh CTSL1 inh: -2; HCV core dimer: -22; PP1 inh: -1

What do the screens show for `O=S(=O)(c1ccc(Cl)cc1)c1nc(-c2ccco2)oc1N1CCOCC1`?
JMJD2C inh: -6; PP5 primary: -0.8; procasp7 counter: -7; proCasp3 act: -1; GRK2 aptamer HTS: 1; VLA-4 inh: -2; Fh CTSL1 inh: 0; HCV core dimer: -1; PP1 inh: -4

Molecules above with a cyano group (2):
Results for COc1cc(SC)ccc1C(=O)Nc1ccccc1C#N ?
JMJD2C inh: 12; PP5 primary: -0.1; procasp7 counter: 3; proCasp3 act: 2; GRK2 aptamer HTS: 0; VLA-4 inh: 11; Fh CTSL1 inh: 3; HCV core dimer: 17; PP1 inh: 2

Results for N#Cc1ccc(OCC(O)CN2CCN(C(c3ccccc3)c3ccccc3)CC2)cc1 (centres undefined) ?
JMJD2C inh: -3; PP5 primary: 0.9; procasp7 counter: -4; proCasp3 act: -6; GRK2 aptamer HTS: 40; VLA-4 inh: -16; Fh CTSL1 inh: 3; HCV core dimer: -17; PP1 inh: 8

Not a hit list (roughly 2.6% active in at least one column).
